Source: PubChem BioAssay (Johns Hopkins Ion Channel Center)
KCNQ1 block – inhibitors of human KCNQ1 channel, primary screen, cell-based, thallium flux, high-throughput; Potassium voltage-gated channel subfamily KQT member 1 (Homo sapiens), P51787; CHO-K1 KCNQ1, FluxOR thallium flux fluorescence; hits give high values; B-score at 10 µM; 310,000 compounds, 1.3% hits; AID 2642, 2010;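 active means compounds whose thallium flux B-score, printed positive for inhibition, exceeds three library SD while starting fluorescence stays within three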;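 further: channel opened by potassium depolarization with thallium stimulus after 20 min compound exposure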
TMEM16A act – TMEM16A chloride channel activators or potentiators, primary screen, cell-based, HTS. HEK293 TMEM16A/YFP-H148Q/I152L, iodide quench fluorescence; hits give low values. Anoctamin-1 (Mus musculus), Q8BHY3. AID 623877, 2012. B-score at 10 µM. 340,000 compounds, 0.3% hits;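 active means fluorescence-ratio B-score plate-corrected deviation score at least 3 library SD below zero, with starting fluorescence score within 5 deviations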;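 further: channel opened by trigger with iodide after compound preincubation; score built on the fluorescence ratio of max minus min over baseline; more negative score means more quench and so TMEM16A activation or potentiation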
KCNQ1 pot – potentiators or activators of KCNQ1 channel, primary screen, cell-based, thallium flux, high-throughput | 310,000 compounds, 0.35% hits | Potassium voltage-gated channel subfamily KQT member 1 (Homo sapiens), P51787 | CHO-K1 KCNQ1, thallium flux FluxOR fluorescence; hits give high values | B-score at 10 µM | AID 2648, 2010;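 active means fluorescence ratio B-score, a plate-corrected score, at least three library SD, with initial intensity B-score within 5 SD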
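System: CHO-K1 cells stably expressing KCNQ1 / Medium: assay buffer for compound exposure, DMSO matched across wells / Reagent: thallium- and potassium-containing depolarizing buffer / Compound: one concentration, matched DMSO / Incubation: 20 min compound pretreatment at room temperature / Measured by: kinetic FluxOR fluorescence, 10 s baseline plus 110 s post-stimulus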
RGS4 act – RGS4 potentiators or activators, primary screen, cell-based, HEK293 M3R inducible RGS4, calcium flux. carbachol calcium flux Fluo4; hits give low values. B-score at 10 µM. 310,000 compounds, 0.92% hits;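 active means B-score of the integrated calcium signal more than 4 SD below the library mean, with starting fluorescence not abnormally high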;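 further: negative B-score means reduced calcium response which marks RGS4 activation or potentiation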
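Test system: HEK293 cells with stable M3R and inducible RGS4; also added: carbachol at ECmax as muscarinic agonist stimulus; schedule: dye loading 30 min 37 °C, buffer rest 30 min RT; technique: kinetic calcium fluorescence imaging with Fluo4-AM dye, 2 µM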
RGS4 block – RGS4 inhibitors, primary screen, cell-based, HEK293 M3R inducible RGS4, calcium flux; Fluo-4 calcium flux; hits give high values; triggered by carbachol at its EC20; B-score at 10 µM; 310,000 compounds, 0.45% hits; Regulator of G-protein signaling 4 (Homo sapiens), P49798;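 active means B-score, a plate-corrected calcium signal, over three deviations above library mean, with baseline fluorescence within five deviations of library mean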;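 further: RGS4 expression induced by doxycycline in cells with stable M3 receptor; B-score is computed from the integrated fluorescence ratio over baseline after carbachol; higher B-score means a larger calcium signal and so more RGS4 inhibition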
Target sequence (P49798 whole entry, looked up): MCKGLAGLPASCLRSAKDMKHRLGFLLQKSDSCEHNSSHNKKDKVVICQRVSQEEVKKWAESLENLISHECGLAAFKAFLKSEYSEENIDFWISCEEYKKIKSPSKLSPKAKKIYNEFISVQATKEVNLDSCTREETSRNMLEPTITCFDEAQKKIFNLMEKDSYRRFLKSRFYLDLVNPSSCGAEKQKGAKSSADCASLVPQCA
KCNK3 inh – human KCNK3 channel inhibitors, primary screen, CHO cells, FluxOR thallium flux, B-score. 340,000 compounds, 0.84% hits. FluxOR fluorescence; hits give low values. Potassium channel subfamily K member 3 (Homo sapiens), O14649. AID 602410, 2012. B-score at 10 µM;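 active means B-score under library mean minus 4 SD, starting fluorescence ratio at most library mean plus 5 SD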;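 further: more negative B-score means stronger inhibition of thallium flux through KCNK3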
MrgX1 ag – agonists of human MrgX1 receptor, primary screen, HEK293 cells, Fluo-4 calcium flux. Mas-related G-protein coupled receptor member X1 (Homo sapiens), Q96LB2. Fluo-4 calcium fluorescence, agonist mode; hits give high values. B-score at 10 µM. 310,000 compounds, 0.44% hits. AID 588627, 2011;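 active means calcium response B-score plate-corrected fluorescence ratio at least 3 library SD, with starting fluorescence B-score inside 5 SD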
Target sequence (Q96LB2 whole entry, looked up): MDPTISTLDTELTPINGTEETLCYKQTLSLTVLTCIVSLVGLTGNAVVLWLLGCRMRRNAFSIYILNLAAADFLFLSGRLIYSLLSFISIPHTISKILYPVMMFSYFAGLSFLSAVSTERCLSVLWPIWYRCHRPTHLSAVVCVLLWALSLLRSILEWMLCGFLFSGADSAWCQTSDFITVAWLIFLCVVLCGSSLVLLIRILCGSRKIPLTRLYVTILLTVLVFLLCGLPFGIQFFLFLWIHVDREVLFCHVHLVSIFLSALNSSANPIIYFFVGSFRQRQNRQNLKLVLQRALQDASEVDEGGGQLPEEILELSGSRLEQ
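System: HEK293 cells stably expressing human MrgX1 receptor; Dosing: test compound in the initial addition of three; Schedule: overnight plating, then 30 min 37 °C plus 30 min room-temperature dye loading; Detection: kinetic calcium dye fluorescence, Fluo-4 NW; Controls: per-plate positive and negative controls for Z′ factor.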
MrgX1 allo act – positive allosteric modulators of MrgX1, primary screen, HEK293 cells, Fluo-4 calcium flux | FDSS; hits give high values | Mas-related G-protein coupled receptor member X1 (Homo sapiens), Q96LB2 | B-score at 10 µM | 310,000 compounds, 0.63% hits;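 active means plate-corrected calcium response at least 3 library SD above typical, normal starting fluorescence, not activating the receptor alone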;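 further: compound read alongside a low EC10 to EC30 dose of BAM8-22 agonist; peak minus trough fluorescence over baseline measured at the second addition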
ANO1 block – TMEM16A chloride channel inhibitors, primary screen, cell-based, HTS | 310,000 compounds, 1.2% hits | normalized B-score (activity score, 25-100; higher = stronger inhibition) at 10 µM | Anoctamin-1 (Mus musculus), Q8BHY3 | AID 588511, 2011 | HEK293 TMEM16A/YFP iodide influx fluorescence, ionomycin;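 active means ratio plate-corrected score three or more library SD toward inhibition, starting fluorescence score within five deviations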;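 further: score derived from kinetic fluorescence span divided by baseline fluorescence per well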
KCNK9 inh – KCNK9 potassium channel inhibitors, primary screen, HEK293 cells, thallium flux | B-score at 10 µM | FluxOR thallium flux fluorescence; hits give low values | 310,000 compounds, 1.2% hits;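 active means ratio B-score over 3 SD below the library mean, with starting fluorescence within 5 SD of its mean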;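 further: negative B-score means less thallium flux so channel inhibition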
Target sequence (Q9NPC2 whole entry, looked up): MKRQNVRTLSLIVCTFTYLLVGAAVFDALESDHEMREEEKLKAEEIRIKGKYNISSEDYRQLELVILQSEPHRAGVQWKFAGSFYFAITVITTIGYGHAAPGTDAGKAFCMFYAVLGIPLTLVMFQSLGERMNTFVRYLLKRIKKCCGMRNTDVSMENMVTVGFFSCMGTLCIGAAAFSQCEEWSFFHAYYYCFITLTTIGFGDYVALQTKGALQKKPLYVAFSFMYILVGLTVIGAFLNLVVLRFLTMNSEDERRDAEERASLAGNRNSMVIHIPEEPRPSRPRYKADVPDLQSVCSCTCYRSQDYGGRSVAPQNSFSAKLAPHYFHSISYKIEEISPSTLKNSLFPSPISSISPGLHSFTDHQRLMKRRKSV
hERG rescue – hERG rescue from dofetilide block, primary screen, cell-based, CHO-hERG, FluxOR thallium flux, dofetilide IC70; dofetilide IC70 present; activation (rescue from dofetilide block), less the hit threshold, % at 10 µM; 310,000 compounds, 0.51% hits; AID 1511, 2009;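 active means activation above the mean of controls blocked by dofetilide plus 5 SD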;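 further: thallium influx through hERG after potassium depolarization seen as dye fluorescence rise; in these data hits start at about 4.7%; inactives centre near -7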
An asterisk follows results filed as active; i = inactive; / = no result given. Rows were taken by chance; about 6.3% have a hit in one of these screens.

molecule,KCNQ1 block,TMEM16A act,KCNQ1 pot,RGS4 act,RGS4 block,KCNK3 inh,MrgX1 ag,MrgX1 allo act,ANO1 block,KCNK9 inh,hERG rescue
COc1ccc(N2C(=O)CSC(c3ccccc3)C2=O)cc1 (configuration not stated),i,i,i,i,i,i,i,i,i,i,-5.7
COc1ccc(CCC(=O)NNC(=O)c2ccc(F)cc2)cc1,i,i,i,i,i,i,i,i,i,i,-2.6
O=C(CSC1=NS(=O)(=O)c2cc(F)ccc2N1)Nc1cccc(F)c1,i,i,i,i,i,i,i,i,i,i,-7.4
COc1cc(OC)cc(C(=O)NC2CCSc3ccccc32)c1 (configuration not stated),i,i,i,i,i,i,i,i,i,i,-11.0
O=C(NCc1ccco1)Nc1ccccc1Cl,i,i,i,i,i,i,i,i,i,i,-6.0
COc1ccc(NC(C)=O)c2nc(C)c(C)nc12,i,i,i,i,i,i,i,i,i,i,-11.3
O=[N+]([O-])c1cccc(-c2cn3ccccc3n2)c1,i,i,i,i,i,i,i,i,i,i,-5.9
CC1=C(C(=O)OC(C)C)C(c2ccccc2)NC(=O)N1C (configuration not stated),i,i,i,i,i,i,i,i,i,i,-3.4
Cc1cc(C)cc(NC(=O)CCN2CCCC2)c1,i,i,i,i,i,i,i,i,i,i,-23.4
CCCn1c(SCC(=O)N2c3ccccc3Sc3ccccc32)nc2ccccc21,i,i,i,i,i,i,i,i,i,i,-8.3
COc1ccccc1N1C(=O)C2C(c3ccccc3F)NN(C(=O)c3ccc(C)cc3)C2C1=O (configuration not stated),i,i,i,i,i,i,i,i,i,i,-10.4
O=C(Nc1ccc(C(=O)N2CCOCC2)cc1)c1cc(-c2cccnc2)nc2ccc(Cl)cc12,i,i,i,i,i,i,i,i,i,i,-16.1
COc1ccccc1NS(=O)(=O)c1cccc(NC(=O)c2sc3ccccc3c2Cl)c1,i,i,i,i,i,-9.12*,i,i,i,i,-11.6
CCCC(=O)NC(=S)Nc1cccc(NC(=O)c2ccccc2Cl)c1,i,i,i,i,i,i,i,i,i,i,-11.1
COc1cc(OC)cc(C(=O)NCC(=O)OCC(=O)NC(C)(C)C)c1,i,i,i,i,i,i,i,i,i,i,-7.7
Cc1cccnc1CC(C)NC(=O)c1cc(COc2cncc(Cl)c2)on1 (configuration not stated),i,i,i,i,i,i,i,i,i,i,-7.6
COc1ccccc1N(C(=O)c1snc(C(N)=O)c1N)C(C(=O)NCc1ccccc1)c1ccc(C)o1 (configuration not stated),i,i,i,i,i,i,/,/,/,i,-8.6
COc1ccc(CC2(CO)CCN(S(=O)(=O)N(C)C)CC2)cc1,i,i,i,i,i,i,i,i,i,i,-6.9
OC(CNCc1ccccc1)c1ccccc1 (configuration not stated),i,i,i,i,i,i,i,i,i,i,-6.9
CC(=O)Oc1ccc2c(c1)cc(C)n2C,i,i,i,i,i,i,i,i,i,i,-6.9
CC(=O)OC[C@H]1O[C@@H](n2ccc(=O)[nH]c2=S)C(OC(C)=O)C1OC(C)=O (some centres not stated),i,i,i,i,i,i,i,i,i,i,-9.9
Cc1ccc(S(=O)(=O)N/N=C\c2ccc([N+](=O)[O-])o2)cc1C,i,i,i,i,i,i,i,i,i,i,-8.5
Cc1nc(NCc2ccc(S(N)(=O)=O)cc2)c2c(C)c(C)sc2n1,i,i,i,i,i,i,i,i,i,i,-6.1
CCOc1ccccc1NC(=O)CN(c1cc(C)cc(C)c1)S(=O)(=O)c1c(C)noc1C,i,i,i,i,i,i,i,i,i,i,-0.9
CCn1c(SCc2ccc(Cl)cc2)nc2nc3c(cc2c1=O)CCCC3,i,i,i,i,i,i,i,i,i,i,-7.9
O=C(Nc1ccc(C(=O)O)cc1)/C(=C\c1ccccc1)NC(=O)c1ccco1,i,i,i,i,i,i,i,i,i,i,-4.7
CC(=O)Nc1cccc(OCCCOc2ccc([N+](=O)[O-])cc2)c1,i,i,i,i,i,i,i,i,i,i,-7.3
CCCc1cc(=O)oc2cc(C)cc(OCC(=O)Nc3ccccn3)c12,i,i,i,i,i,i,i,i,i,i,-3.9
CCc1cc(C(=O)c2ccc(OC)cc2)c(NC(=O)CN2CCCC2)s1,i,i,i,i,i,i,i,i,i,i,-8.6
O=C(O)Cn1cnc2c(=S)nc[nH]c21,i,i,i,i,i,i,i,i,i,i,-3.4
CN(C(=O)c1ccc2c(c1)C(=O)N(CCC1=CCCCC1)C2=O)C1CCCCC1,i,i,i,i,i,i,i,i,i,i,-23.0
O=C(OCCNc1ncc(C(F)(F)F)cc1Cl)c1ccc(S(=O)(=O)N2CCOCC2)cc1,i,i,i,i,i,i,i,i,i,i,-7.4
Cc1ccc(-c2csc3nc(CN(C)Cc4ccccc4)[nH]c(=O)c23)cc1,i,i,i,i,i,i,i,i,i,i,-20.3
O=C(c1ccc(Br)o1)N1CCN(Cc2ccc3c(c2)OCO3)CC1,i,i,i,i,i,i,i,i,i,i,-15.0
Cc1cc(C)c2nc(Cl)c(CN(Cc3ccco3)C(=O)Nc3ccccc3C)cc2c1,i,i,i,i,i,i,i,i,i,i,-9.4
CC(C)CN(Cc1c(O)ccc2c3c(c(=O)oc12)CCC3)CC(C)C,i,i,i,i,i,i,i,i,i,i,-2.8
Cn1c(=O)c2c(nc(Sc3ncnn3CC(=O)NC(C)(C)C)n2C)n(C)c1=O,i,i,i,i,i,i,i,i,i,i,-2.9
Cc1ccc(S(=O)(=O)N2CCN(C(=O)C3COc4ccccc4O3)CC2)cc1C (configuration not stated),i,i,i,i,i,i,i,i,i,i,-6.2
Cn1cnnc1SCc1cccc(Br)c1,i,i,i,i,i,i,i,i,i,i,-3.0
O=C(CNS(=O)(=O)c1ccccc1)N1CCc2ccccc2C1,i,i,i,i,i,i,i,i,i,i,-1.2
CC(=O)Nc1nnc(SCC(=O)NCc2ccc3c(c2)OCO3)s1,i,i,i,i,i,i,i,i,i,i,-12.8
CCOC(=O)c1oc2ccccc2c1NC(=O)C(C)(C)C,i,i,i,i,i,i,i,i,i,i,-17.5
O=C(O)c1ccccc1C(=O)Nc1c(-c2ccccc2)nc2ccccn12,i,i,i,i,i,i,i,i,i,i,-3.0
CCOc1cccc2sc(N(CCN(C)C)C(=O)c3ccc4c(c3)OCCO4)nc12,i,i,i,i,i,i,i,i,i,i,-12.8
COc1ccccc1/C=C/C(=O)OCC(=O)NNC(=O)c1ccccc1,i,i,i,i,i,i,i,i,i,i,-2.7
CC1CCCCN1S(=O)(=O)c1ccc2c(c1)CCN2C(=O)C1CC1 (configuration not stated),i,i,i,i,i,i,i,i,i,i,-8.3
CCC(C)C(=O)Nc1nc(C)c(-c2csc(Nc3cc(Cl)ccc3OC)n2)s1 (configuration not stated),i,i,i,i,i,i,i,i,i,i,-12.3
CC(=O)c1cccc(NC(=O)/C(=C\c2cccnc2)NC(=O)c2ccc(C)cc2)c1,i,i,i,i,i,i,i,i,i,i,-4.2
CCOC(=O)c1c(NC(=O)CSc2nc3ccccc3o2)sc(C)c1C,i,i,i,i,i,i,i,i,i,i,-12.3
Cc1cc2nc(-c3ccc[nH]c3=O)[nH]c2cc1C,i,i,i,i,i,i,i,i,i,i,-3.6
CC(=O)Nc1ccc(S(=O)(=O)Nc2cccc(-c3nc4ccccc4o3)c2)cc1,i,i,i,i,i,i,i,i,100*,i,-11.5
COc1ccccc1NCC(=O)NNC(C)C(=O)Nc1cccc(Cl)c1 (configuration not stated),i,i,i,i,i,i,i,i,i,i,-4.7
COc1ccc(/C=N\Nc2ccc([N+](=O)[O-])cc2)c(C(=O)O)c1OC,i,i,i,i,i,i,i,i,i,i,-8.2
CS(=O)(=O)N1CCN(c2ccccc2NC(=O)CSc2ccc(Cl)cc2)CC1,i,i,i,i,i,i,i,i,i,i,-2.3
CCN(Cc1cnn(C)c1)C(=O)c1cc(COc2cc(C)c(Cl)c(C)c2)on1,i,i,i,i,i,i,i,i,i,i,-12.7
O=C(Nc1ccc2c(c1)OCCO2)C1CC1c1ccccc1 (configuration not stated),i,i,i,i,i,i,i,i,i,i,-3.2
Cc1cccc(NC(=O)c2nc(-c3ccccc3)n(-c3ccccc3)n2)c1C,i,i,i,i,i,i,i,i,i,i,-14.3
CC1(C)CC(=O)C(C(=O)/C=C/c2ccco2)C(=O)C1,i,i,i,i,i,i,i,i,i,i,-14.9
Cc1cc(C)cc(NC(=O)C2CCN(S(=O)(=O)c3ccc4c(c3)NC(=O)C(C)S4)CC2)c1 (configuration not stated),7*,i,i,i,i,i,i,i,i,i,-10.8
CN(C)/C=N/c1nccc(-c2cccs2)n1,i,i,i,i,i,i,i,i,i,i,2.8
O=C(/C=C/c1cccnc1)c1cccc(O)c1,i,i,i,i,12.1*,i,i,i,i,i,-14.2
Cc1ccc(N2C(=O)c3ccccc3C2O)nc1 (configuration not stated),i,/,i,i,i,/,i,i,i,i,-6.6
Cc1cc(C(=O)NNc2ccc(C)c(C)c2)no1,i,i,i,i,i,i,i,i,i,i,-6.5
